TDP1 block = blocks human tyrosyl-DNA phosphodiesterase 1; Q9NUW8; actives 0.28% (n = 350,000); Potency, µM (series often up to 130 µM), for inactives: at the top dose activity change, negative = inhibition, hits mostly inhibitors; AID 485290; recombinant TDP1, AlphaScreen DNA substrate cleavage; note: nearly all actives have a fitted effect of over 40% in size
Target sequence (Q9NUW8 whole entry, looked up): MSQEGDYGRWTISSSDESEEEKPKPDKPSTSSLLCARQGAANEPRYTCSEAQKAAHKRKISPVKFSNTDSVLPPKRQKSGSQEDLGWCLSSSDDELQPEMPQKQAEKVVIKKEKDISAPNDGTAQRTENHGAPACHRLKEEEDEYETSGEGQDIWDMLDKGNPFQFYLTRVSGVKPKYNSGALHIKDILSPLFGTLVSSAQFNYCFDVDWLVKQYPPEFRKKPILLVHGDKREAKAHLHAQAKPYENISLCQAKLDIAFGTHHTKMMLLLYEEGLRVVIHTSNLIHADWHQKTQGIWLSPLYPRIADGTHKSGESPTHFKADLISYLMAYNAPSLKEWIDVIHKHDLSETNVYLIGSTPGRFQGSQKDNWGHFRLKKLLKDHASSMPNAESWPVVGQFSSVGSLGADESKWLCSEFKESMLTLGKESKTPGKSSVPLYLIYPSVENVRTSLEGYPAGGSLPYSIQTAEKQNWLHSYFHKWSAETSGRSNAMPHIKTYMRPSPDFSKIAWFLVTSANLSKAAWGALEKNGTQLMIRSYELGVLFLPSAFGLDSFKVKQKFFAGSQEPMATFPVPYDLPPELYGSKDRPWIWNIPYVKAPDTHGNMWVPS
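Enzyme-compound mixtures sat 15 min at room temperature, followed by a 5 min reaction with 15 nM final substrate and 10 min with AlphaScreen beads. Recombinant human Tdp1 was used at 1 nM final.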
DT40 TDP1 CPT = growth inhibition of DT40 Tdp1-/-;hTDP1 cells with camptothecin (screen for TDP1 inhibitors). actives 12% (n = 420,000). Potency, µM (highest dose often 46.2 µM), for inactives: at the top dose activity change, negative = growth inhibition, hits mostly inhibitors. chicken DT40 Tdp1-/-;hTDP1 cells + 20 nM CPT, ATP luminescence, 48 h; note: nearly all actives have a fitted effect of over 55% in size
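Cell growth measured by CellTiter-Glo luminescence after a minimum 48 h, 37 C compound exposure with 20 nM CPT in Tdp1-knockout DT40 cells stably expressing hTDP1, seeded 400/well; qHTS titration format.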
TDP1 cell noCPT = qHTS for Inhibitors of human tyrosyl-DNA phosphodiesterase 1 (TDP1): qHTS in cells in absence of CPT; DT40 Tdp1-/- hTDP1 cells, no CPT, ATP luminescence, 48 h; Potency, µM (highest dose often 46.2 µM), inactives show at the highest dose activity change, negative = growth inhibition, usual class: inhibitors; actives 15% (n = 420,000); note: nearly all actives have a fitted effect of over 55% in size
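Readout: luminescence from CellTiter-Glo after 30 min in the dark at RT. Cells: DT40 Tdp1-/- with stable hTDP1, 400/well. Exposure: compounds alone, ≥48 hr, 37 °C.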
* = called active by the depositor; ? = inconclusive; · = no result given; [ ] = dose if it differs, or a comment. Calls come from the whole dose curve; as a rule, active = well fitted curve in the direction sought with a large enough effect; inconclusive = small, poorly fitted or top-dose-only effect, or another doubt; inactive = no such curve, though single readings can be large; an effect the other way counts as inactive or inconclusive. % is set by controls: 0 for no effect and ±100 for the full control effect; potency is the fitted concentration of half-maximal effect. This is a random part of the collection; overall some 18% were active at least once.

SMILES	TDP1 block	DT40 TDP1 CPT	TDP1 cell noCPT
O=C(NCC1CCCN(C(=O)Cc2ccccc2Cl)C1)c1ccc(F)cc1 (stereo not drawn)	-1.0%	-20.3%	14.8%
COc1cc(/C=C\c2ccc(OC)cc2OC)cc(OC)c1	·	7.5µM*	?
CCOC(=O)C1(Cc2cccc(Cl)c2)CCCN(C(=O)c2cc(C)[nH]n2)C1 (stereo not drawn)	0.8%	-22.2%	-26.7%
COC(C[C@H]1O[C@H]1C(=O)[C@H](C)OCc1ccccc1)OC	·	?	-9.2%
COc1ccccc1-n1cnc2cc(C(=O)N3CCOCC3)ccc21	0.7%	2.0%	23.5%
CC1CN(CCOCCOc2ccccc2-c2ccccc2)CC(C)O1 (stereo not drawn)	·	?	23.1µM*
Cc1ccc(C)c(N(C)C(=O)c2cn(C)c(=O)c3ccccc23)c1	2.9%	?	?
CCC1(CC)NC(=O)N(CC(=O)N2CCN(c3ccccc3F)CC2)C1=O	0.2%	-4.9%	-29.1%
COc1ccc(C(C)(NC(C)=O)c2nc(-c3cccc(C#N)c3)cs2)cc1 (stereo not drawn)	·	14.6µM*	16.4µM*
Cc1cc(=O)oc2c(C)c(OC(C)C(=O)NC(Cc3c[nH]c4ccc(O)cc34)C(=O)O)ccc12 (stereo not drawn)	·	-6.1%	2.1%
COc1cccc(CNC(=O)CCS(=O)(=O)Cc2ccc(C)cc2)c1	4.6%	-22.4%	?
CN(CC(CC(=O)Nc1nncs1)c1ccccc1)S(=O)(=O)c1ccc(Br)cc1 (stereo not drawn)	1.2%	16.4µM*	?
C=CCN([C@H](C(=O)OC)C(C)C)S(=O)(=O)CCNCc1ccccc1	·	?	?
CCOc1ccc(NC(=O)CN(c2ccc(C)cc2)S(=O)(=O)c2c(C)nn(C)c2C)cc1	6.5%	-24.6%	?
COc1cc(CNc2ccc3c(c2)OCCO3)ccc1OCC(N)=O	5.6%	1.0%	-29.7%
O=c1c2ccccc2c(-c2ccc(F)cc2)nn1-c1ccc(C(F)(F)F)cc1	-5.9%	?	?
CCC(C)Sc1cccc(-c2nc3cc(C)ccn3c2NC2CCCCC2)c1 (stereo not drawn)	1.2%	16.4µM*	14.6µM*
CC(C)(C#N)Nn1cnnc1	0.0%	-13.2%	-27.3%
N#Cc1cccc(NC(=O)c2cc(C3CCCCN3S(=O)(=O)c3cccc4cccnc34)on2)c1 (stereo not drawn)	·	?	18.4µM*
Cc1ccc2[nH]c(C)c(CCNC(=O)c3cc4cc([N+](=O)[O-])ccc4oc3=O)c2c1	5.7%	-18.0%	?
Cn1nnnc1SCc1cc(=O)[nH]c2ccccc12	4.9%	1.6%	-28.9%
O=C(CN1C(=O)c2ccccc2C1=O)OCCOCCN=C1NS(=O)(=O)c2ccccc21	1.2%	5.5%	-13.1%
CCOC(=O)N1CCN(CCCc2ccccc2)CC1	·	5.9%	2.1%
O=C(Nc1cc(F)ccc1F)c1cnn2c(C(F)F)cc(-c3ccccc3)nc12	0.0%	-15.4%	-7.9%
Cc1nn(-c2ccc(C(=O)NCC(c3ccco3)N3CCCC3)cc2)c(C)c1Cl (stereo not drawn)	2.2%	?	-28.1%
Cc1ccc(-n2c(C)cc(/C=N/NC(=O)CC3(C)OCCO3)c2C)c(C)c1	5.0%	-24.4%	?
COCCNC(=O)CSc1nc2c(n1-c1ccccc1)CCCC2	6.1%	5.8%	-11.9%
Cc1cccc(NCc2nc3ccccc3n2Cc2ccccc2)c1	5.2%	14.6µM*	?
COc1ccccc1N1CCN(Cc2cc3c(cc2[N+](=O)[O-])OCO3)CC1	·	-15.2%	-11.3%
CC(=O)Nc1ccc(Sc2ncccc2C(=O)Nc2ccc(OC(F)(F)F)cc2)cn1	5.3%	6.51µM*	5.17µM*
CC(=O)N1CCC(N(CCN2CCOCC2)C(=S)Nc2cccc(C)c2)CC1	2.7%	-4.0%	?
O=C(O)Cn1nnc(-c2ccc(OCc3cccc(C(F)(F)F)c3)cc2)n1	7.0%	-2.8%	-2.3%
Cc1ccc(NC(=S)c2nc3ccccc3[nH]2)cc1	13.5%	13µM*	10.3µM*
CC(=O)Nc1ccc(S(=O)(=O)N[C@@H](C)C(=O)OCC(=O)NC2CCCC2)cc1	1.0%	2.7%	-0.6%
CC(C)(COC(=O)c1ccccc1)N1CC2CCC(C1)O2	·	5.9%	-3.9%
COc1cccc(OCCn2cc(/C=N/NC(=O)c3ccncc3)c3ccccc32)c1	8.0%	?	?
O=CN1CCN(C(C(=O)NC2CCCCC2)c2ccc(Cl)cc2)CC1 (stereo not drawn)	·	0.3%	-0.5%
CN(Cc1ccccc1)C(=O)c1nc2ccccn2c1CN1CCCC1c1nccs1 (stereo not drawn)	7.3%	?	?
O=c1[nH]c2cc(Cl)c([N+](=O)[O-])nc2[nH]1	5.5%	-5.3%	-4.6%
O=C(Cc1ccc(-c2ccccc2)cc1)Nc1ccccn1	-5.8%[0.0935 µM]	1.3%	?

Part of the list above in order of length of the SMILES, lowest first:
SMILES	TDP1 block	DT40 TDP1 CPT	TDP1 cell noCPT
CC(C)(C#N)Nn1cnnc1	0.0%	-13.2%	-27.3%
CCOC(=O)N1CCN(CCCc2ccccc2)CC1	·	5.9%	2.1%
Cn1nnnc1SCc1cc(=O)[nH]c2ccccc12	4.9%	1.6%	-28.9%
Cc1ccc(NC(=S)c2nc3ccccc3[nH]2)cc1	13.5%	13µM*	10.3µM*
O=C(Cc1ccc(-c2ccccc2)cc1)Nc1ccccn1	-5.8%[0.0935 µM]	1.3%	?
Cc1cccc(NCc2nc3ccccc3n2Cc2ccccc2)c1	5.2%	14.6µM*	?
CC(C)(COC(=O)c1ccccc1)N1CC2CCC(C1)O2	·	5.9%	-3.9%
CC1CN(CCOCCOc2ccccc2-c2ccccc2)CC(C)O1 (stereo not drawn)	·	?	23.1µM*
COc1ccccc1-n1cnc2cc(C(=O)N3CCOCC3)ccc21	0.7%	2.0%	23.5%
COc1cccc(CNC(=O)CCS(=O)(=O)Cc2ccc(C)cc2)c1	4.6%	-22.4%	?
CCC(C)Sc1cccc(-c2nc3cc(C)ccn3c2NC2CCCCC2)c1 (stereo not drawn)	1.2%	16.4µM*	14.6µM*
O=C(NCC1CCCN(C(=O)Cc2ccccc2Cl)C1)c1ccc(F)cc1 (stereo not drawn)	-1.0%	-20.3%	14.8%
CN(Cc1ccccc1)C(=O)c1nc2ccccn2c1CN1CCCC1c1nccs1 (stereo not drawn)	7.3%	?	?
C=CCN([C@H](C(=O)OC)C(C)C)S(=O)(=O)CCNCc1ccccc1	·	?	?
COc1ccccc1N1CCN(Cc2cc3c(cc2[N+](=O)[O-])OCO3)CC1	·	-15.2%	-11.3%
O=C(Nc1cc(F)ccc1F)c1cnn2c(C(F)F)cc(-c3ccccc3)nc12	0.0%	-15.4%	-7.9%
Cc1nn(-c2ccc(C(=O)NCC(c3ccco3)N3CCCC3)cc2)c(C)c1Cl (stereo not drawn)	2.2%	?	-28.1%
CC(=O)Nc1ccc(Sc2ncccc2C(=O)Nc2ccc(OC(F)(F)F)cc2)cn1	5.3%	6.51µM*	5.17µM*
O=C(CN1C(=O)c2ccccc2C1=O)OCCOCCN=C1NS(=O)(=O)c2ccccc21	1.2%	5.5%	-13.1%
CC(=O)Nc1ccc(S(=O)(=O)N[C@@H](C)C(=O)OCC(=O)NC2CCCC2)cc1	1.0%	2.7%	-0.6%
CCOc1ccc(NC(=O)CN(c2ccc(C)cc2)S(=O)(=O)c2c(C)nn(C)c2C)cc1	6.5%	-24.6%	?
N#Cc1cccc(NC(=O)c2cc(C3CCCCN3S(=O)(=O)c3cccc4cccnc34)on2)c1 (stereo not drawn)	·	?	18.4µM*
Cc1ccc2[nH]c(C)c(CCNC(=O)c3cc4cc([N+](=O)[O-])ccc4oc3=O)c2c1	5.7%	-18.0%	?
Cc1cc(=O)oc2c(C)c(OC(C)C(=O)NC(Cc3c[nH]c4ccc(O)cc34)C(=O)O)ccc12 (stereo not drawn)	·	-6.1%	2.1%

Additional results follow:
SMILES	TDP1 block	DT40 TDP1 CPT	TDP1 cell noCPT
C[C@H](CO)N1C[C@H](C)[C@@H](CN(C)S(=O)(=O)c2cn(C)cn2)Oc2ccc(NC(=O)Cn3cnnn3)cc2C1=O	0.7%	5.2%	8.1%
CCOc1cccc(CNc2ccc(O)cc2)c1OCc1ccc(Cl)cc1Cl	4.4%	14.6µM*	20.6µM*
Cc1ccc(C(C(=O)NC(C)(C)C)N(C(=O)CCC(=O)Nc2ccccn2)c2ccccc2F)cc1 (stereo not drawn)	1.7%	?	?
COC(=O)c1cc2c(ccn2-c2ccc(F)cc2)n1C(C)C	7.7%	-12.4%	?
COc1cccc(CN(C)CC(=O)Nc2cc3oc4ccccc4c3cc2OC)c1	-3.4%	23.1µM*	20.6µM*
CC(C)(C)NC(=O)C(c1cc2ccccc2o1)n1c(=O)c(-c2ccccc2)nc2ccccc21 (stereo not drawn)	·	?	?
COc1ccc2[nH]cc(CCNc3ncncc3-c3c(C)noc3C)c2c1	·	?	?
CC12CC(NC(=O)N1c1cccc(C(=O)Nc3ncn[nH]3)c1)c1ccccc1O2 (stereo not drawn)	3.1%	1.4%	-3.2%
CC(NC(=O)c1ccccc1)c1nnc(SCC(=O)Nc2nnc(C3CC3)s2)n1C (stereo not drawn)	·	10.5%	-5.2%
CCCN(C(=O)CCl)C1=CCCCC1	2.7%	18.4µM*	13µM*
O=C(CCn1cnc2ccccc2c1=O)Nc1ccc(Cl)c(Cl)c1	3.9%	-15.9%	-2.1%
CC(C)(C)NC(=O)C(c1ccc(F)cc1)N(Cc1ccco1)C(=O)c1csnn1 (stereo not drawn)	4.1%	?	-12.3%
CC(C)Cn1c(N)c(C(=O)COC(=O)c2ccccc2Cl)c(=O)n(C)c1=O	7.1%	?	?
Cc1cc(C)cc(N(C(=O)Cc2cccs2)C(C(=O)NC2CCCCC2)c2ccccn2)c1 (stereo not drawn)	2.0%	?	?
Cc1cc(C(=O)NN)n[nH]1	6.5%	?	-6.5%
O=[N+]([O-])c1ccccc1/C=C/C=N/n1c(-c2ccccc2F)n[nH]c1=S	1.4%	16.5%	-16.5%
COc1ccc(CCC(=O)NCCOc2ccc(C)cc2)cc1	·	16.3%	-25.2%
O=C(COc1ccc2c3c(c(=O)oc2c1)CCC3)NCC(O)c1ccccc1 (stereo not drawn)	1.4%	-21.7%	-0.1%
O=C(Nc1ccc(Br)cc1)C1CCCN(S(=O)(=O)c2ccc(Br)s2)C1 (stereo not drawn)	-2.5%	?	?
CCOc1ccccc1CNc1nc2nc(C)cc(C)n2n1	7.4%	?	-23.8%
CCCN1CCN(CCCNC(=O)CCN2C(=O)COc3ccccc32)CC1	0.5%	6.9%	9.0%
Cc1ccccc1S(=O)(=O)Cc1ccc(C(=O)NCCN2CCN(Cc3ccccc3)CC2)o1	5.5%	-0.8%	?
Clc1ccc(-c2nc(NCCCN3CCOCC3)c3ccccc3n2)cc1	1.2%	?	18.4µM*
Cc1ccc(C(=O)NCc2ccccn2)cc1Cl	2.6%	-2.6%	-0.8%
Cc1cc(C)n(-c2cc(N3CCN(S(=O)(=O)c4ccc(C)c(C)c4)CC3)ccc2[N+](=O)[O-])n1	5.9%	20.6µM*	?
COC(=O)C1C(=O)N(S(=O)(=O)c2ccc([N+](=O)[O-])cc2)c2ccccc21 (stereo not drawn)	·	9.6%	4.6%
COC(=O)COc1ccc2c(=O)c(-c3ccccc3OC)coc2c1	0.0%	0.9%	3.2%
CC1CCN(S(=O)(=O)c2ccc(C(=O)OC(C)C(=O)N(C)C3CCCCC3)cc2)CC1 (stereo not drawn)	-3.4%	?	25.9µM*
CC1CCCN(C(=O)C2CCN(c3nc(-c4ccccc4)nc4c3CCC4)CC2)C1 (stereo not drawn)	6.0%	?	23.1µM*
Nc1ccc(/C=C/c2ccnc3ccccc23)c([N+](=O)[O-])c1	·	11.2µM*	10µM*
CCC(C)[C@H]1CNC(=S)N1CCc1cccc2ccccc12 (stereo partly drawn)	5.9%	?	-27.3%
CC(C)(C)c1ccc(C(=O)NCCC(=O)NNC(=O)COc2ccccc2F)cc1	0.0%	4.6%	-6.7%
O=C(N/N=C/c1ccc2c(c1)OCO2)c1cc2ccccc2o1	50.1µM*	4.9%	21.6%
Cn1cc(/C=C/c2cc[n+](C)cc2)c2cc(Cl)ccc21	·	0.651µM*	0.731µM*

Sorted by number of heavy atoms (falling): 3 of the compounds above.
SMILES	TDP1 block	DT40 TDP1 CPT	TDP1 cell noCPT
CC(C)(C)c1ccc(C(=O)NCCC(=O)NNC(=O)COc2ccccc2F)cc1	0.0%	4.6%	-6.7%
COC(=O)COc1ccc2c(=O)c(-c3ccccc3OC)coc2c1	0.0%	0.9%	3.2%
CCC(C)[C@H]1CNC(=S)N1CCc1cccc2ccccc12 (stereo partly drawn)	5.9%	?	-27.3%

Compound activity (PubChem)
